A3A deaminase: APOBEC3A ssDNA deaminase inhibitors, primary screen, selectivity assay for APOBEC3G inhibitor project, biochemical, FAM/TAMRA oligo cleavage fluorescence; recombinant A3A, FAM/TAMRA ssDNA deamination fluorescence; AID 493011, 2011; 330,000 compounds, 0.41% hits; inhibition, % at 20 µM;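 active = at least 40% inhibition at 20 µM here, with at most 30% in a related deaminase screen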;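 also: plate controls were A3A with DMSO for no effect and wells lacking A3A enzyme for full effect; some results filed as inactive read as strong as hits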
Target sequence (P31941 whole entry, looked up): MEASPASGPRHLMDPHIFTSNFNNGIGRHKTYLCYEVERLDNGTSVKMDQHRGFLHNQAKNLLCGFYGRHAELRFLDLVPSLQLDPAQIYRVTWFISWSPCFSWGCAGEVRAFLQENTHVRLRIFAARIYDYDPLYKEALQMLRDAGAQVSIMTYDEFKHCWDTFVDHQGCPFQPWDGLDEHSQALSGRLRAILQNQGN
TIM10 inh: growth inhibitors of isogenic TIM10 control yeast, primary screen, counter-screen for tim10-1 yeast inhibitor project, luminescence, uHTS; S. cerevisiae TIM10 strain growth, BacTiter-Glo luminescence, 24 h; inhibition, % at 10 µM; 330,000 compounds, 1.4% hits; AID 463195, 2010;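 active = inhibition of 40% or more at the single tested concentration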;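 also: wild-type TIM10 isogenic control strain grown at permissive 25 °C; 0% = DMSO yeast wells and 100% = minimal medium wells without yeast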
hIAP block: human IAP inhibitors, primary screen, biochemical, luminescence, uHTS; 330,000 compounds, 0.12% hits; Intestinal-type alkaline phosphatase (Homo sapiens), P09923; inhibition, % at 10 µM; purified IAP, CDP-Star luminescence, 30 min; AID 2544, 2010;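 active = inhibition reaching a set limit with compound at 10 µM in the primary screen, cut at about 35% in these data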;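 also: plate controls were DMSO wells with enzyme for no effect and no-enzyme buffer wells for full effect; values of inactives mirror those of a sister screen read the other way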
Target sequence (P09923 whole entry, looked up): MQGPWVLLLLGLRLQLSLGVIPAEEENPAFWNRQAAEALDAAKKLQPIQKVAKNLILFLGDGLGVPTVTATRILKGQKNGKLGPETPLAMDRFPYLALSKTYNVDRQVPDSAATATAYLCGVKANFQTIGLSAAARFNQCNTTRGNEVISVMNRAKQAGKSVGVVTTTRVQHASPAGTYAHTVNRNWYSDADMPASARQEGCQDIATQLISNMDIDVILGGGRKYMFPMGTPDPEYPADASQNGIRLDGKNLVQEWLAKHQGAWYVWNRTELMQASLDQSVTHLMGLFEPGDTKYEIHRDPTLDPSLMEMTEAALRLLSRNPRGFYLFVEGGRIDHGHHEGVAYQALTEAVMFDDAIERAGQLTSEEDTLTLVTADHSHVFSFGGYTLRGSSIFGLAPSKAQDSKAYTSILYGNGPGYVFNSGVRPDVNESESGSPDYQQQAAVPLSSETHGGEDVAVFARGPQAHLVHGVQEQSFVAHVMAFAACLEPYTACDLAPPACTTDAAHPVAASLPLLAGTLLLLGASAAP
NLRP3 yeast inh: NALP3 inflammasome inhibitors in reconstituted yeast, primary screen, luminescence, uHTS; Yeast reconstituted NLRP3/ASC/caspase-1, beta-gal luminescence, 24 h; inhibition, % at 10 µM; 330,000 compounds, 0.39% hits; AID 2825, 2010;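 active = inhibition of 50% or more; inactive = inhibition below 50%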;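 also: plate controls were induced DMSO wells for no effect and uninduced yeast grown without galactose for full effect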
APOBEC3G inh: APOBEC3G DNA deaminase inhibitors, primary screen, biochemical, fluorescence, single-stranded DNA substrate, uHTS. inhibition, % at 20 µM. 330,000 compounds, 0.28% hits. AID 493012, 2011. DNA dC->dU-editing enzyme APOBEC-3G (Homo sapiens), Q9HC16. recombinant A3G, ssDNA deamination FAM/TAMRA fluorescence;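 active = inhibition of at least 40% at 20 µM, with no more than 30% in the related APOBEC3A deaminase screen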;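 also: plate controls were DMSO wells with A3G for no effect and wells lacking A3G enzyme for full effect; some compounds called inactive have numbers as strong as hits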
beta cell repl: inducers of MIN6 beta-cell proliferation, primary screen, ATP luminescence, uHTS. MIN6 cells proliferation, ATPlite luminescence, 48 h; cells starved in 0.2% serum; 100% = growth in 10% serum. proliferation, % at 10 µM. 330,000 compounds, 0.29% hits. AID 2380, 2010;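 active = compounds whose signal lies at least 3.5 SD above the mean of all wells on their plate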;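 also: 0% = DMSO-treated cells in low-serum medium and 100% = 10% serum control; some compounds called inactive have numbers as strong as hits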
tim10-1 inh: growth inhibitors of tim10-1 mutant yeast, primary screen, luminescence, uHTS; S. cerevisiae tim10-1 ts strain growth, BacTiter-Glo, 24 h; inhibition, % at 20 µM; 330,000 compounds, 2.2% hits;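 active = inhibition of at least 40%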;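 also: mutant grown at 25 °C; 0% = DMSO wells with yeast and 100% = wells holding no yeast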
mIAP activ: activators of mouse IAP, primary screen, biochemical, luminescence, uHTS; activation factor at 10 µM; intestinal alkaline phosphatase [Mus musculus]; AID 2805, 2010; muIAP, CDP-Star luminescence, 30 min; stronger effect = higher value; 1 = vehicle-only enzyme signal, 0 = enzyme-free wells; 330,000 compounds, 0.24% hits;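 active = activation factor of at least 2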; also: the source names both 10 and 20 µM as test concentration; values of inactives mirror those of a sister screen read the other way
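Assay system: mouse IAP enzyme; reagent: chemiluminescent substrate CDP-Star; dosing: test compounds delivered from DMSO solution; schedule: 30 min at room temperature; measured by: luminescence from enzymatic CDP-Star hydrolysis; controls: DMSO-only wells and no-enzyme negative control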
mIAP block: inhibitors of mouse IAP, primary screen, biochemical, luminescence, uHTS; purified mouse IAP, CDP-Star luminescence, 30 min; inhibition, % at 10 µM; 330,000 compounds, 0.2% hits; AID 2806, 2010;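 active = inhibition of at least 40% at 10 µM in the primary screen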;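 also: plate controls were DMSO with enzyme for no effect and no enzyme wells for full effect; values of inactives mirror those of a sister screen read the other way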
Active calls of the source: *.

How did CC(=Nc1cccc(C)c1)c1sc2ccccc2c1O do in these assays?
A3A deaminase: -2; TIM10 inh: 18; hIAP block: 4; NLRP3 yeast inh: 32; APOBEC3G inh: 2; beta cell repl: -4; tim10-1 inh: 30; mIAP activ: 0.86; mIAP block: 14

How did Cc1ccc2nc(SCC(=O)Nc3cc(C(C)(C)C)nn3-c3ccccc3)[nH]c2c1 do in these assays?
A3A deaminase: -3; TIM10 inh: 24; hIAP block: 10; NLRP3 yeast inh: -8; APOBEC3G inh: -6; beta cell repl: -4; tim10-1 inh: 44*; mIAP activ: 0.87; mIAP block: 13

How did O=C(O)c1ccn(Cn2cnc3ccccc32)n1 do in these assays?
A3A deaminase: -1; TIM10 inh: 19; hIAP block: -31; NLRP3 yeast inh: 16; APOBEC3G inh: 0; beta cell repl: -1; tim10-1 inh: -1; mIAP activ: 1; mIAP block: -2

Results for CC(=O)OC(C(=O)NC1CCCCC1)c1cccc(C)c1 (stereo not given) ?
A3A deaminase: -3; TIM10 inh: -6; hIAP block: -10; NLRP3 yeast inh: -9; APOBEC3G inh: -5; beta cell repl: -2; tim10-1 inh: 13; mIAP activ: 1; mIAP block: -3

What do the screens show for `C=CCNC(=S)N/N=C(\C)c1cccc(NC(C)=O)c1`?
A3A deaminase: 5; TIM10 inh: 2; hIAP block: -8; NLRP3 yeast inh: 18; APOBEC3G inh: -3; beta cell repl: -1; tim10-1 inh: 4; mIAP activ: 1.1; mIAP block: -13

What do the screens show for `CCSc1nnc(NC(=O)Nc2cccc(C)c2)s1`?
A3A deaminase: 0; TIM10 inh: -7; hIAP block: 4; NLRP3 yeast inh: 19; APOBEC3G inh: -9; beta cell repl: -6; tim10-1 inh: -10; mIAP activ: 1.1; mIAP block: -9

How did Cc1cc(C(=O)COc2ccccc2Cl)c(C)n1C1CC1 do in these assays?
A3A deaminase: 0; TIM10 inh: 4; hIAP block: -5; NLRP3 yeast inh: 22; APOBEC3G inh: -10; beta cell repl: -7; tim10-1 inh: 31; mIAP activ: 1; mIAP block: -2

What do the screens show for `CC(C)Cn1c(N)c(C(=O)NCCN2CCOCC2)c2nc3ccccc3nc21`?
A3A deaminase: -5; TIM10 inh: 16; hIAP block: -5; NLRP3 yeast inh: 28; APOBEC3G inh: -5; beta cell repl: -3; tim10-1 inh: 6; mIAP activ: 1.2; mIAP block: -22

Results for CC(C)(C)n1ncc2c(=O)n(CC(=O)Nc3ccc(Cl)cc3)cnc21 ?
A3A deaminase: -4; TIM10 inh: 9; hIAP block: 6; NLRP3 yeast inh: 18; APOBEC3G inh: -5; beta cell repl: -1; tim10-1 inh: -25; mIAP activ: 1.1; mIAP block: -6

Results for O=C(O)c1ccc2c(c1)N(Cc1ccccc1)C(=O)c1ccccc1S2 ?
A3A deaminase: 3; TIM10 inh: 3; hIAP block: 16; NLRP3 yeast inh: 6; APOBEC3G inh: -1; beta cell repl: -1; tim10-1 inh: 2; mIAP activ: 0.9; mIAP block: 10

What do the screens show for `O=C(NCc1cccc(Cl)c1)c1ccc2c(c1)SC1=NS(=O)(=O)CCN12`?
A3A deaminase: 1; TIM10 inh: -2; hIAP block: -32; NLRP3 yeast inh: -6; APOBEC3G inh: -5; beta cell repl: -3; tim10-1 inh: 11; mIAP activ: 0.97; mIAP block: 2

Results for O=c1oc2ccccc2n1Cc1ccccc1 ?
A3A deaminase: 0; TIM10 inh: 4; hIAP block: -8; NLRP3 yeast inh: -18; APOBEC3G inh: -8; beta cell repl: -1; tim10-1 inh: -10; mIAP activ: 0.95; mIAP block: 5

How did CCC(=O)Nc1sc2c(c1C(=O)OC)CCN(Cc1ccccc1)C2 do in these assays?
A3A deaminase: -2; TIM10 inh: -1; hIAP block: 3; NLRP3 yeast inh: 33; APOBEC3G inh: 3; beta cell repl: 4; tim10-1 inh: -5; mIAP activ: 0.96; mIAP block: 4

How did CCC(C(=O)OCC(=O)c1ccc(OC)cc1OC)c1ccccc1 (stereo not given) do in these assays?
A3A deaminase: 9; TIM10 inh: -6; hIAP block: 13; NLRP3 yeast inh: 0; APOBEC3G inh: 2; beta cell repl: 4; tim10-1 inh: -3; mIAP activ: 0.98; mIAP block: 2

What do the screens show for `CCN(CC)c1nc2c(c(=O)[nH]c(=O)n2C)n1Cc1ccccc1Cl`?
A3A deaminase: -6; TIM10 inh: -4; hIAP block: -3; NLRP3 yeast inh: 17; APOBEC3G inh: -3; beta cell repl: -1; tim10-1 inh: 5; mIAP activ: 1.1; mIAP block: -8

How did Cc1cc(C(F)(F)F)nc(NCc2cccnc2)n1 do in these assays?
A3A deaminase: -2; TIM10 inh: -17; hIAP block: 3; NLRP3 yeast inh: 13; APOBEC3G inh: -5; beta cell repl: -2; tim10-1 inh: 12; mIAP activ: 0.94; mIAP block: 6

Results for COc1ccc(CC(=O)NCCS(=O)(=O)N2CCN(c3ccccc3)CC2)cc1OC ?
A3A deaminase: -3; TIM10 inh: -7; hIAP block: 6; NLRP3 yeast inh: 6; APOBEC3G inh: -6; beta cell repl: -4; tim10-1 inh: -6; mIAP activ: 0.96; mIAP block: 4

How did COc1ccc(C(=O)NCC2OCCc3ccccc32)cc1 (stereo not given) do in these assays?
A3A deaminase: 2; TIM10 inh: -4; hIAP block: -11; NLRP3 yeast inh: 18; APOBEC3G inh: 1; beta cell repl: 0; tim10-1 inh: 11; mIAP activ: 0.92; mIAP block: 8

Results for COC(=O)[C@@H](CC(C)C)NS(=O)(=O)N(Cc1ccccc1)[C@@H](CC(C)C)C(=O)OC ?
A3A deaminase: -1; TIM10 inh: 19; hIAP block: 5; NLRP3 yeast inh: 12; APOBEC3G inh: -6; beta cell repl: -2; tim10-1 inh: 21; mIAP activ: 0.86; mIAP block: 14

What do the screens show for `OCc1ccccc1NC(=S)Nc1cccnc1`?
A3A deaminase: 3; TIM10 inh: -11; hIAP block: -18; NLRP3 yeast inh: 1; APOBEC3G inh: 1; beta cell repl: -3; tim10-1 inh: 6; mIAP activ: 1.1; mIAP block: -9

Results for Cc1ccc(C)c(NC(=O)c2nc(Cl)ccc2Cl)c1 ?
A3A deaminase: -3; TIM10 inh: 15; hIAP block: 7; NLRP3 yeast inh: 15; APOBEC3G inh: -9; beta cell repl: -4; tim10-1 inh: 7; mIAP activ: 0.97; mIAP block: 3

How did O=C1C2C3C=CC(C3)C2C(=O)N1c1n[nH]c(-c2cccnc2)n1 (stereo not given) do in these assays?
A3A deaminase: 5; TIM10 inh: 20; hIAP block: 66*; NLRP3 yeast inh: 3; APOBEC3G inh: -2; beta cell repl: 0; tim10-1 inh: 16; mIAP activ: 1; mIAP block: -2

What do the screens show for `COc1ccc(-c2nc3n(n2)C(=O)CC(c2ccco2)S3)cc1` (stereo not given)?
A3A deaminase: 14; TIM10 inh: 2; hIAP block: 31; NLRP3 yeast inh: 2; APOBEC3G inh: 13; beta cell repl: -1; tim10-1 inh: 15; mIAP activ: 0.92; mIAP block: 8

Results for CC(=O)NS(=O)(=O)c1cccnc1Nc1ccc(Cl)cc1 ?
A3A deaminase: -4; TIM10 inh: -9; hIAP block: 7; NLRP3 yeast inh: 15; APOBEC3G inh: -7; beta cell repl: 3; tim10-1 inh: -25; mIAP activ: 1.1; mIAP block: -6

Results for COc1ccccc1NC(=O)CSc1nnnn1-c1ccc(C)cc1 ?
A3A deaminase: -4; TIM10 inh: 15; hIAP block: 1; NLRP3 yeast inh: 25; APOBEC3G inh: -3; beta cell repl: 2; tim10-1 inh: 21; mIAP activ: 1.1; mIAP block: -6

Results for O=C(CSc1ncnc2scc(-c3ccccc3)c12)Nc1ccc(C(=O)O)cc1 ?
A3A deaminase: -3; TIM10 inh: 2; hIAP block: -5; NLRP3 yeast inh: -1; APOBEC3G inh: -7; beta cell repl: 1; tim10-1 inh: -8; mIAP activ: 0.97; mIAP block: 3

Results for C[C@@]1([C@@H](NC(=O)c2cccs2)c2ccc(-c3ccccc3)cc2)C[C@H]1C1CCCCC1 ?
A3A deaminase: 1; TIM10 inh: -22; hIAP block: 13; NLRP3 yeast inh: 6; APOBEC3G inh: -1; beta cell repl: -3; tim10-1 inh: -19; mIAP activ: 1.1; mIAP block: -10

How did O=C(O)CCC(=O)Nc1ccc(N2CCOCC2)cc1 do in these assays?
A3A deaminase: -6; TIM10 inh: 7; hIAP block: 10; NLRP3 yeast inh: -2; APOBEC3G inh: -6; beta cell repl: -1; tim10-1 inh: 10; mIAP activ: 1; mIAP block: -3

What do the screens show for `COc1cc(/C=N/n2nnnc2N)cc(OC)c1OC`?
A3A deaminase: -1; TIM10 inh: 11; hIAP block: 10; NLRP3 yeast inh: -8; APOBEC3G inh: -3; beta cell repl: 6; tim10-1 inh: 3; mIAP activ: 0.98; mIAP block: 2

Results for CCN(CC(=O)NC1CCS(=O)(=O)C1)C(=O)/C=C/c1cccs1 (stereo not given) ?
A3A deaminase: -2; TIM10 inh: 1; hIAP block: 1; NLRP3 yeast inh: 9; APOBEC3G inh: -11; beta cell repl: -2; tim10-1 inh: 3; mIAP activ: 0.93; mIAP block: 7

How did O=c1ccc(Oc2nc(N3CCCCC3)nc(N3CCCCC3)n2)n[nH]1 do in these assays?
A3A deaminase: -4; TIM10 inh: 18; hIAP block: 4; NLRP3 yeast inh: -1; APOBEC3G inh: -5; beta cell repl: -2; tim10-1 inh: 15; mIAP activ: 1; mIAP block: 0

Results for COc1ccc(C(=O)O/N=C2\C(=O)N(C)c3ccccc32)cc1 ?
A3A deaminase: -13; TIM10 inh: -139; hIAP block: -4; NLRP3 yeast inh: -4; APOBEC3G inh: -8; beta cell repl: -6; tim10-1 inh: -348; mIAP activ: 1; mIAP block: -3

Results for CCN(C(=O)COC(=O)/C=C/c1cccc([N+](=O)[O-])c1)c1ccccc1 ?
A3A deaminase: 1; TIM10 inh: 19; hIAP block: 11; NLRP3 yeast inh: -19; APOBEC3G inh: -9; beta cell repl: -1; tim10-1 inh: 27; mIAP activ: 1; mIAP block: -4

How did C=CC[n+]1c(C)csc1Nc1ccc(C(=O)O)cc1 do in these assays?
A3A deaminase: -1; TIM10 inh: -11; hIAP block: -39; NLRP3 yeast inh: 3; APOBEC3G inh: -5; beta cell repl: -1; tim10-1 inh: 4; mIAP activ: 1; mIAP block: -4

Results for CCc1ccc(-c2cc3c(=O)n(CC(=O)N4CCCCCC4)nc(C)n3n2)cc1 ?
A3A deaminase: -2; TIM10 inh: 4; hIAP block: -17; NLRP3 yeast inh: 21; APOBEC3G inh: -1; beta cell repl: -5; tim10-1 inh: 10; mIAP activ: 1; mIAP block: 0

High-throughput results: PubChem BioAssay, Sanford-Burnham Center for Chemical Genomics
